Screening data as filed in PubChem BioAssay.
eIF4E 4G PPI: inhibitors of eIF4E and eIF4G interaction in translation initiation | P63073+Q04637 | TR-FRET eIF4E-eIF4GI(517-606) binding, 2 h | inhibition, % at 21.7 µM | actives 0.37% (n = 220,000) | AID 782;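 active = inhibition above about 30%, limit read from the data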;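 note: 0% = full FRET control wells and 100% = background wells lacking eIF4GI fragment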
14-3-3 Bad PPI: disrupts binding of bovine 14-3-3 zeta to phospho-Bad peptide; P63103; TR-FRET 14-3-3zeta/Dy647-pBad peptide displacement, 1 h; inhibition, % at 21.7 µM; actives 0.71% (n = 220,000); AID 781;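 active = inhibition above about 70%, limit read from the data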;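 note: 0% = full 14-3-3 plus peptide FRET controls and 100% = background without 14-3-3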
Wee1 stabilizer: inhibitors of human Wee1 degradation. HeLa Luc-Wee1K328M stability, luciferase luminescence; 100% = proteasome inhibitor MG132 effect. P30291. AID 1321. reporter increase, % at 5 µM. actives 1.2% (n = 220,000);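 active = activation above the mean of all tested compounds plus 3 SD, set per screening run, cut at about 8.8% in these data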;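 note: cells exposed to compound for 20 h before luminescence read; 0% = DMSO alone and 100% = MG132 at 30 µM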
KLK5 inh: blocks human kallikrein 5 protease activity. Q9Y337. recombinant hK5, fluorogenic AMC substrate cleavage. inhibition, % at 5 µM. actives 0.59% (n = 210,000). AID 873;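 active = inhibition of 40% or more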;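 note: 0% = enzyme controls without compound and 100% = no-enzyme blanks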
Target sequence (Q9Y337 67-293 limits assumed): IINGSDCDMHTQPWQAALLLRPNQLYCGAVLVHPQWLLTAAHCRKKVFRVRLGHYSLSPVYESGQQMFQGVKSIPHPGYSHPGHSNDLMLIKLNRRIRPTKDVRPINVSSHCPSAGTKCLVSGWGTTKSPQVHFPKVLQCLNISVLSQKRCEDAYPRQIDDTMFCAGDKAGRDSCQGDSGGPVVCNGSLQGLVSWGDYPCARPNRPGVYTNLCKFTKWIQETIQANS
p97 ATPase inh: human p97 ATPase inhibition; actives 0.42% (n = 220,000); recombinant p97 ATPase, Kinase-Glo ATP luminescence, 3 h; AID 1481; inhibition, % at 8 µM; P55072; in the data active = inhibition above about 15%;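 note: 0% = DMSO vehicle and 100% = wells lacking enzyme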
Target sequence (P55072 whole entry, looked up): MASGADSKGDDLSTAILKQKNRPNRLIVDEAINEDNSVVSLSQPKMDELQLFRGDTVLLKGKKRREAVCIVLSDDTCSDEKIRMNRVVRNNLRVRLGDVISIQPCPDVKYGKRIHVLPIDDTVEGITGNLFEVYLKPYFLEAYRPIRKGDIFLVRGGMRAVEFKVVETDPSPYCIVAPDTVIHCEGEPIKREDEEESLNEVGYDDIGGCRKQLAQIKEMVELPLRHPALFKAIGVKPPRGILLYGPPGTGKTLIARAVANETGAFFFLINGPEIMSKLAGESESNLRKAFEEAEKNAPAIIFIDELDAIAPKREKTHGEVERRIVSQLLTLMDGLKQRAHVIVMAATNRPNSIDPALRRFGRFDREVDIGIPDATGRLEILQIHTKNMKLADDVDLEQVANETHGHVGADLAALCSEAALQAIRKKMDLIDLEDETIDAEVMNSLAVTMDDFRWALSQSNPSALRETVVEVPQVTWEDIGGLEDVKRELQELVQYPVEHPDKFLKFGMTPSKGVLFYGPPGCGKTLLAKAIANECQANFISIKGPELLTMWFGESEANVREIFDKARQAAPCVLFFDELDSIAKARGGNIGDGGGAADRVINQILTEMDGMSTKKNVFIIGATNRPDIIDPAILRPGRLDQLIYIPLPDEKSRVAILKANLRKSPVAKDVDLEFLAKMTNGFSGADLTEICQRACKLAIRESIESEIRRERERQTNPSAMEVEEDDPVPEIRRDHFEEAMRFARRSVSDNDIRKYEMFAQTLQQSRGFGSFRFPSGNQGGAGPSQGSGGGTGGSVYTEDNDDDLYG
FXIIa inh: blocks human coagulation factor XIIa protease activity | P00748 | purified FXIIa, Boc-QGR-AMC fluorogenic substrate, 2 h | inhibition, % at 5 µM | actives 0.3% (n = 220,000) | AID 800; in the data active = inhibition above about 40%;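 note: 0% = enzyme with no compound and 100% = blank without enzyme; many of its hits are not listed in these tables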
FXIa inh: blocks human coagulation factor XIa protease activity; P03951; purified FXIa, Boc-Glu-Ala-Arg-AMC fluorogenic substrate; inhibition, % at 5 µM; actives 0.14% (n = 220,000); AID 798;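 active = inhibition of at least 40%; inactive = inhibition below 40%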;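 note: fluorescence of freed AMC excited at 355 nm; 0% = enzyme without compound and 100% = no enzyme blank; many of its hits are not listed in these tables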
MDM2 E3 inh: Mdm2 E3 ligase (human) inhibition; signal enhancement, % at 5 µM; cell-based MDM2 ubiquitination luciferase reporter, 2 h; 0 = plate control, 100 = twice control, blank-subtracted; actives 0.11% (n = 210,000); Q00987;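 active = signal enhancement of 30% or more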;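 note: luminescence tracks abundance of the self-degrading MDM2-luciferase fusion protein; higher signal means inhibition of MDM2 E3 ligase activity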
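System: stable MDM2–luciferase fusion reporter cells / Input: 2000 cells seeded into each well / Schedule: 4 h settle plus 2 h compound, 37 °C / Compound: single-point 5 µM / Buffer or medium: cells held in DMEM / Benchmarks: control and blank well means / Evaluation: percent signal gain over controls, blank-subtracted / Measured by: luciferase luminescence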
Rad51 HR inh: Rad51 (human) homologous recombination inhibition; Q06609; hRad51 DNA strand exchange, fluorescence dequenching; inhibition, % at 10 µM; actives 0.085% (n = 200,000); AID 1385;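 active = inhibition above 40% at the single screening dose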;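 note: 0% = DMSO control wells and 100% = blanks with heterologous ssDNA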
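System: human Rad51 nucleoprotein filaments preassembled on unlabelled ssDNA. Reagent: labelled 47-mer dsDNA for strand exchange. Schedule: 30-min compound preincubation and 15-min exchange, both room temperature. Measured by: FRET fluorescence dequenching, excitation 485 nm, emission 520 nm. Read-out: Fluorescence-based percent inhibition, control- and blank-normalised. Benchmarks: plate controls and plate blanks.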
Numbers without * were called inactive; . = not tested or not shown; [ ] = remark or other dose.

SMILES	eIF4E 4G PPI	14-3-3 Bad PPI	Wee1 stabilizer	KLK5 inh	p97 ATPase inh	FXIIa inh	FXIa inh	MDM2 E3 inh	Rad51 HR inh
CC(=O)c1c(N2CCN(CCO)CC2)nc(=S)n(-c2ccccc2)c1C	-0.2	-2.7	0.1	6.3	-1.4	8.7	-0.9	-6.4	9.6
Cc1nc(CS(=O)(=O)c2ccc(Cl)cc2)cc(Sc2ccc(Cl)cc2)n1	5.0	-13.9	0.0	0.6	-5.3	-7.9	-2.7	2.6	-2.2
COc1ccc(NC(=O)CSc2ccc(C)cc2)cc1	0.8	-1.5	1.0	-11.1	4.2	11.6	-2.8	.	-6.1
N=c1n(Cc2ccc(Cl)cc2)c2ccccc2n1CC(O)COc1ccccc1 (configuration not stated)	0.4	1.0	1.5	-2.2	11.6	3.2	-2.3	10.5	-5.4
O=C(Nc1ccccc1)c1cnc[nH]1	7.1	-10.4	3.8	-3.4	-1.9	3.1	-1.0	-12.3	.
CCc1ccc(OCc2n[nH]c(=S)n2C(C)CCCC(C)C)cc1 (configuration not stated)	0.6	-19.6	0.3	3.2	-4.1	12.5	3.3	1.9	6.5
Cn1c2ccccc2c2cnn(CC(=O)O)c(=O)c21	2.3	12.3	-4.5	3.4	1.4	8.7	2.6	-11.4	-1.8
CSc1cccc(NC(=S)N2CCC(N(C)C3CCCCC3C)CC2)c1 (configuration not stated)	1.9	-20.6	1.3	-3.4	0.3	5.4	-1.7	-4.5	-10.9
COc1ccc(CCNC(=O)Cc2cccs2)cc1	-4.4	-19.5[fluorescence artefact?]	-0.9	-71.8	1.5	2.1	-4.2	-3.9	-3.8
COc1ccc(CC(=O)N(Cc2cc3cc(OC)ccc3[nH]c2=O)C(C)C)cc1	5.5	7.7[fluorescence artefact?]	2.8	-6.1	-0.2	3.6	-4.5	1.4	-7.8
NNc1nnc(-c2ccccc2)c(-c2ccccc2)n1	-1.8	1.4	3.1	-24.7	-3.6	19.0	18.8	-13.0	1.9
Cc1n[nH]c(=O)c2ccccc12	-1.4	6.0	2.1	-2.5	-1.2	3.0	-4.7	8.6	9.3
CC(C)C(NC(=O)C1CCCCC1)C(=O)Nc1ccncc1 (configuration not stated)	-5.7	4.1[fluorescence artefact?]	-0.9	12.8	3.0	16.4	2.5	-9.4	6.2
O=C(N/N=C/c1ccc([N+](=O)[O-])o1)c1ccccc1NS(=O)(=O)c1cccs1	-1.6	10.3	-1.1	5.8	6.2	11.9	3.1	-20.0	6.9
Cc1ccc(/C=C2/SC(=S)N(CCC(=O)N3CCN(C)CC3)C2=O)cc1	-1.3	-4.5	1.2	2.4	1.8	11.6	0.7	-3.5	4.4
CC(NC(=O)CSc1nc2ccccc2c(=O)n1CCCO)c1ccccc1 (configuration not stated)	-19.5[fluorescence artefact?]	0.7[fluorescence artefact?]	-0.6	-2.7	3.7	3.9	-4.2	-5.8	-2.6
c1ccc(-c2noc(-c3ccc4c(c3)OCO4)n2)nc1	4.1	-3.0	-4.1	-0.6	-60.5	-5.8	0.7	-92.4	-6.9
Cc1ccc(SCn2nnc3ccccc3c2=O)c(C)c1	3.4	-6.7	-1.4	-0.1	1.0	6.9	0.3	-5.3	-7.5
CCOc1cc(/C=C/c2cc(C(=O)O)c3ccccc3n2)ccc1O	0.9	17.6[fluorescence artefact?]	0.7	-2.4	0.5	12.1	6.8	-16.0	-1.8
CSc1ncccc1C(=O)OCC(=O)N(CC(C)C)C1CCS(=O)(=O)C1 (configuration not stated)	-5.3[fluorescence artefact?]	-11.5	-3.5	4.4	-4.2	10.9	1.3	-13.8	0.6
CCCCNC(=O)Nc1c(C(=O)OCC)[nH]c2ccccc12	5.5[fluorescence artefact?]	-9.9	-1.1	-3.6	-0.9	1.4	-2.2	.	.
CCOC(=O)N1CCC(NC(=O)c2cc(S(=O)(=O)N(CC)CC)ccc2F)CC1	2.7[fluorescence artefact?]	-14.8[fluorescence artefact?]	2.9	-11.6	-3.7	8.7	-5.0	-10.4	-4.8
CCN(CC)c1ccc(/C=N/NC(=O)Cc2cccs2)c(O)c1	0.9	-12.8	1.8	-21.7	5.0	10.4	-1.1	0.7	11.2
O=C(NS(=O)(=O)c1ccccc1)c1ccccc1O	-1.7[fluorescence artefact?]	20.0[fluorescence artefact?]	-2.2	5.0	-2.9	3.4	2.8	-0.1	-0.9
COc1cccc(NC(=O)c2cc([N+](=O)[O-])ccc2NCc2cccnc2)c1	11.8[fluorescence artefact?]	-10.9	-1.5	-7.5	-1.3	-0.4	-4.2	8.0	8.7
COc1ccccc1C(=O)NNC(=O)c1ccccc1F	3.6	-3.9[fluorescence artefact?]	0.2	-5.6	0.8	5.6	2.0	-8.3	.
COc1cc(C(=O)Nc2ccc3c(c2)OCCO3)ccc1OC(C)C	-7.8	5.9	1.5	62.9*	3.0	-2.4	8.6	-13.0	4.4
NCCCCCc1nnc(SCC(=O)c2ccc(Cl)cc2)o1	-11.3	-3.9[fluorescence artefact?]	2.0	-5.7	-4.8	22.3	5.5	-35.4	-4.7
COc1cc(/C=C/C(=O)NCc2cccnc2)cc(OC)c1OC	1.2	13.3	1.4	1.8	3.1	21.5	8.1	-9.9	3.3
Cc1cc([N+](=O)[O-])nn1CC(=O)NCCCn1ccnc1	-1.9	5.5	-3.0	19.5	7.5	5.2	0.1	-0.6	-1.9
O=C(CCCN1C(=O)C2C3C=CC(C3)C2C1=O)N1CCN(c2ccccc2)CC1 (configuration not stated)	0.7[fluorescence artefact?]	-5.1[fluorescence artefact?]	-1.3	-7.9	3.2	12.5	-2.0	-7.2	.
O=C1/C(=C/c2ccc(O)cc2)SC(=S)N1CC1CCCO1 (configuration not stated)	8.7	-7.6	2.7	2.1	0.6	2.0	-8.4	-4.1	-188.1
O=C(Nc1ccc2nc(-c3ccco3)c(-c3ccco3)nc2c1)NC1CC1	40.8*[fluorescence artefact?]	45.1	2.6	-32.5	30.6*	11.7	7.4	-15.9	.
c1cncc(CNc2ncnc3sccc23)c1	4.4	-13.2	3.5	-1.6	5.8	13.0	-1.7	-6.4	-0.2
O=C(Nn1cnnc1)c1cc([N+](=O)[O-])cc([N+](=O)[O-])c1	-4.8	3.9[fluorescence artefact?]	-4.0	-7.0	3.8	7.6	8.1	-7.6	-2.6
CCCNC(=O)c1ccc2snnc2c1	2.2	-3.3	-2.3	-4.3	-0.8	2.5	-2.0	3.4	-6.5
CC(=O)Nc1ccc(NC(=O)Nc2ccc3c(c2)N(C)C(=O)CS3)cc1	5.1	-17.1	-1.4	0.3	3.8	0.5	-4.8	-4.7	-19.8
CCc1cc2c(=O)c(-c3nc4ccccc4n3C)c(C)oc2c(CN2CCOCC2)c1O	3.0	11.7	-3.1	-25.1	4.9	-2.9	-6.7	-23.4	-11.9
C=CCN1CC(c2nc3ccccc3n2Cc2cccc3ccccc23)CC1=O (configuration not stated)	2.3	-7.3	5.2	2.6	-10.4	-13.7	-13.8	-0.8	1.4
O=C(CCNS(=O)(=O)c1ccc(Br)s1)N1CCN(c2ccccc2)CC1	-10.7	-9.1	1.0	-0.9	-3.7	7.9	0.4	-21.1	9.3
CCOCCCNCc1ccc(OC)c(OC)c1	-1.2	-8.0	-1.2	-9.1	-4.9	-0.7	-9.3	9.0	0.1
Cc1ccc(/C=C/C(=O)O)cc1S(=O)(=O)N1CCCCC1	-2.9	-12.7	2.1	1.2	3.8	7.2	3.6	-9.0	.
CCCCN1C(=O)C2C(C(=O)Nc3cccc(OC)c3)C3C=CC2(O3)C1C(=O)NC1CCCCC1C (configuration not stated)	-0.4	-3.3	0.1	11.6	-1.4	9.1	2.7	-14.3	-1.1
C=CCn1c(SCC(=O)Nc2c(C)n(C)n(-c3ccccc3)c2=O)nc2sc(C)c(C)c2c1=O	2.9	-4.4	-1.5	-1.5	-2.0	-0.9	-6.0	-35.2	1.9
CN(CCc1ccccn1)C(=O)c1nn2c(C(F)(F)F)cc(-c3ccco3)nc2c1Cl	-1.4	4.6	3.1	0.4	-0.8	14.4	-7.5	-5.2	-3.9
Cc1ccc(C)c(OCc2nc3ccc(S(=O)(=O)Nc4c(C)n(C)n(-c5ccccc5)c4=O)cc3[nH]2)c1	-0.2	2.4	-0.2	-0.1	-4.0	11.3	7.1	-14.9	-6.8
COc1ccc(CCNC(=O)CCCn2nc(C)c([N+](=O)[O-])c2C)cc1OC	3.4	-11.7	8.5	0.4	5.0	6.1	-2.4	10.1	7.6
CCOC(=O)c1ccc(NC(=O)COc2cc3oc(=O)c(CC(C)O)c(C)c3cc2Cl)cc1 (configuration not stated)	16.0	28.8	1.4	-0.2	-9.6	1.9	-4.1	.	-3.4
O=C(Nc1cccc(S(=O)(=O)NC2=NCCCCC2)c1)c1cc(-c2ccncc2)nc2ccccc12	-0.6	2.6	6.0	-4.5	2.4	5.0	-1.6	-15.1	-1.6
O=C(CN1CCN(C(=O)c2ccco2)CC1)Nc1c2c(nc3c1CCC3)CCCC2	2.7[fluorescence artefact?]	30.9[fluorescence artefact?]	-2.3	5.5	-2.2	16.4	-0.5	-15.4	-0.1

Complete entries from above. Order of values: eIF4E 4G PPI, 14-3-3 Bad PPI, Wee1 stabilizer, KLK5 inh, p97 ATPase inh, FXIIa inh, FXIa inh, MDM2 E3 inh, Rad51 HR inh
O=C(CN1CCN(C(=O)c2ccco2)CC1)Nc1c2c(nc3c1CCC3)CCCC2 as listed: 2.7[fluorescence artefact?], 30.9[fluorescence artefact?], -2.3, 5.5, -2.2, 16.4, -0.5, -15.4, -0.1
CCOCCCNCc1ccc(OC)c(OC)c1 as listed: -1.2, -8.0, -1.2, -9.1, -4.9, -0.7, -9.3, 9.0, 0.1
CCOC(=O)c1ccc(NC(=O)COc2cc3oc(=O)c(CC(C)O)c(C)c3cc2Cl)cc1 (configuration not stated) as listed: 16.0, 28.8, 1.4, -0.2, -9.6, 1.9, -4.1, ., -3.4

Next entries follow:
SMILES	eIF4E 4G PPI	14-3-3 Bad PPI	Wee1 stabilizer	KLK5 inh	p97 ATPase inh	FXIIa inh	FXIa inh	MDM2 E3 inh	Rad51 HR inh
COCCCN=C1NN=C(c2cc(C)n(-c3ccccc3F)c2C)CS1	-3.7	-3.5	-2.4	-13.6	1.3	7.8	1.4	-57.3	.
COc1ccc(NC(=O)CCCn2c(=O)[nH]c3ccccc3c2=O)cc1	3.5[fluorescence artefact?]	-1.7	4.9	-7.4	-4.0	7.4	3.6	-1.2	-3.2
CCN(CC)CCNC(=O)CCCCCn1c(=O)[nH]c2cc(C(=O)OC)ccc2c1=O	10.3	20.8[fluorescence artefact?]	-1.4	-20.0	15.0*	-12.4	-1.9	-12.1	-2.3
O=[N+]([O-])c1ccc(-c2cc(-c3ccc(Cl)cc3)n[nH]2)cc1	-24.7[fluorescence artefact?]	64.8[fluorescence artefact?]	-1.0	-7.3	0.4	3.5	-5.9	-4.7	.
O=C(C1CCN(c2nnc(-n3cccc3)s2)CC1)N1CCN(Cc2ccc3c(c2)OCO3)CC1	1.2	2.0	0.1	-15.7	5.9	14.9	3.7	-36.9	0.9
O=S1(=O)CCN2C(c3ccco3)=CSC2=N1	3.8	5.1	-0.5	-20.0	2.5	0.8	-6.9	-8.3	9.5
COc1ccc(CCNC(=O)CC2SC(=NCCc3ccccc3)NC2=O)cc1 (configuration not stated)	4.1	2.4	-3.9	-1.8	-9.3	-1.7	-4.4	-16.1	-1.6
